# E coli growth: bacterial growth inhibition, counter-screen for AddAB inhibitors; E. coli V3065 growth, OD600 absorbance, 18 h; inhibition, % at 11.9 µM; AID 449728; actives 0.27% (n = 330,000);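 active = inhibition above the campaign's mean inhibition across all tested compounds plus 3 SD, cut at about 9.9% in these data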;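 note: uninfected addAB+ strain grown without phage in ampicillin broth; 0% = DMSO wells and 100% = ciprofloxacin 0.95 µg/ml wells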
# AddAB inh: less growth of phage-infected E. coli with AddAB | actives 0.29% (n = 330,000) | inhibition, % at 11.9 µM | E. coli expressing H. pylori AddAB, absorbance growth; in the data active = inhibition above about 12%;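 note: 0% = vehicle wells of infected cells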
# phage Ecoli inh: E. coli growth loss with phage present | growth absorbance | inhibition, % at 11.9 µM | actives 0.26% (n = 360,000); in the data active = inhibition above about 11%
# Arrestin-AP2 inh: human beta-arrestin and AP2 interaction inhibition; FITC-arrestin peptide / GST-AP2 beads, flow cytometry; AP2 beta2 appendage carries R879A mutation; inhibition, % at 10 µM; actives 0.31% (n = 340,000);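 active = inhibition above a set limit, near 3 SD of compounds lacking own fluorescence, cut at about 54% in these data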;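 note: plate controls were DMSO wells for no effect and 5 µM unlabelled arrestin peptide for full effect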
#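 System: GST-tagged AP2 beta2-adaptin appendage (R879A) on 4 µm glutathione beads / Reagent: FITC-arrestin peptide, 50 nM / Detection: HyperCyt-sampled flow cytometry, FL1 channel, ex 488/em 535 nm / Timing: 12 min plus 1 h, RT / Buffer or medium: PBS plus Tween 20 (0.05%) and BSA (0.1%)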
# PKA-R1A activ: activates the PKA-R1A holoenzyme complex. activation, % at 11.4 µM. actives 0.083% (n = 340,000). PKA-R1A dissociation, Cy5-IP20 fluorescence polarization; scaled: DMSO 0%, 113 µM cGMP 100%. AID 504707. P00514+P68181;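 active = percent activation above the mean of all tested compounds plus 3 SD, cut at about 19% in these data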;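 note: higher means more PKAc released from R1A so a rise in polarization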
# MOR-DOR ag: OPRM1-OPRD1 heterodimerization agonism | cells, luminescence | activation, % at 9.3 µM | actives 0.3% (n = 340,000) | AID 504326; in the data active = activation above about 18%;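 note: 0% = vehicle-treated cells and 100% = reference agonist; values of inactives mirror those of a sister screen read the other way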
# Pemphigus Ab inh: inhibitors of pemphigus antibody binding to human desmoglein-3; binding (percent of control), % at 10 µM; DSG3-coupled beads, scFv-anti-DSG3-GFP binding, flow cytometry; stronger effect = lower value; actives 0.48% (n = 310,000); AID 588358; P32926;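 active = binding more than 3 SD below its plate's average and above zero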;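 note: hits lower antibody fragment binding to DSG3; some compounds called inactive have numbers as strong as hits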
# Target sequence (P32926 whole entry, looked up, the tested form may be a part): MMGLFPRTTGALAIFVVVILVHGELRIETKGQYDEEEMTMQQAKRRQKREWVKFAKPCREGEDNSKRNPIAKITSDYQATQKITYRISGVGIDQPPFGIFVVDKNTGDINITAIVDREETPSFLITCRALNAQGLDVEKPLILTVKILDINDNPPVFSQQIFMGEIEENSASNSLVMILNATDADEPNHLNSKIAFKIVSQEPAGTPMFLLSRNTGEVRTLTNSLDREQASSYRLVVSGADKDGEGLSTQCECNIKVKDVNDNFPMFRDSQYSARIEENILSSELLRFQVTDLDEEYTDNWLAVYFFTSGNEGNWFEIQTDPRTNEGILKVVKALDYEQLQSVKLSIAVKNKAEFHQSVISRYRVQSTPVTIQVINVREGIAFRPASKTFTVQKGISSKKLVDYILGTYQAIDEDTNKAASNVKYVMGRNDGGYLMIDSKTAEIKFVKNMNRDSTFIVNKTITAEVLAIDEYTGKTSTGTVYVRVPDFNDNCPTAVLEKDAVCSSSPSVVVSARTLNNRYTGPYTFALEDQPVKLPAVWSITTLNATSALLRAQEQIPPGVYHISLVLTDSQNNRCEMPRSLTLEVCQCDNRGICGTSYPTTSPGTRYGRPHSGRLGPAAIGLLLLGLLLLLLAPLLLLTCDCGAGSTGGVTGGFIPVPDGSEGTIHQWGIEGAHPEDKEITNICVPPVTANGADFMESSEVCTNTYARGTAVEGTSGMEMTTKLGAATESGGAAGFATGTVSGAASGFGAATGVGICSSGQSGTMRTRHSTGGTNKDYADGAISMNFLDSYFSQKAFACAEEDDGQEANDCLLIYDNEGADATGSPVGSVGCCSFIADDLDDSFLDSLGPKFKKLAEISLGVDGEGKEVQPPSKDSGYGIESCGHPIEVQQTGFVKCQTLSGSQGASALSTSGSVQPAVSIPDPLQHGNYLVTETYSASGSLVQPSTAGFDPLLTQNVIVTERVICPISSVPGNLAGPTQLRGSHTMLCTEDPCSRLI
# Mot1-301 SUMO: SUMOylation pathway inhibition by Mot1-301 growth rescue. S. cerevisiae Mot1-301 growth rescue, ATP luminescence, 38.5C; percent above DMSO median, 100 means doubled. growth rescue, % at 18.8 µM. actives 1% (n = 320,000);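 active = every valid replicate shows activation above 250% relative to neutral control wells; inactive = the rest, any valid replicate at or below 250%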;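 note: OY570 slx delta 5 strain wells were the positive control but not used for scaling; some compounds called inactive have numbers as strong as hits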
# Tat transport: inhibitors of E. coli Tat protein transport; E. coli MC4100 TorA-mCherry Tat export, fluorescence; inhibition, % at 10 µM; actives 0.036% (n = 340,000);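 active = mean replicate inhibition at least 50% and at least half of replicates individually reaching 50%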;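 note: exported cargo escapes ClpAP degradation while cytoplasmic cargo is degraded and loses fluorescence; 0% = median of neutral control wells and 100% = median of NaSCN control wells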
# PfHsp90 set2: reduces growth (ATP signal) of yeast expressing P. falciparum Hsp90; S. cerevisiae expressing PfHsp90, BacTiter-Glo ATP, 48 h; yeast lacking PDR1 and PDR3 efflux regulators; inhibition, % at 9.4 µM; actives 0.32% (n = 310,000);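 active = every replicate shows inhibition above about 80%, whatever the replicate mean, limit read from the data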;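 note: 0% = DMSO neutral controls and 100% = 20 µM radicicol positive controls; yeast relying on Plasmodium falciparum Hsp90 in place of its own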
# MOR-DOR inv ag: mu-delta opioid heterodimer inverse agonism; cell-based MOR-DOR heterodimer luminescence; inhibition, % at 9.3 µM; actives 0.21% (n = 340,000); AID 504357; in the data active = inhibition above about 22%, passing the limit was not always enough;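 note: 0% = cells with DMSO and 100% = wells without cells with DMSO; values of inactives mirror those of a sister screen read the other way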
# Numbers without * were called inactive; i = inactive; . = no result given.
structure	E coli growth	AddAB inh	phage Ecoli inh	Arrestin-AP2 inh	PKA-R1A activ	MOR-DOR ag	Pemphigus Ab inh	Mot1-301 SUMO	Tat transport	PfHsp90 set2	MOR-DOR inv ag
COc1ccc(CCN2CC(C(=O)NCCc3ccccc3)CC2=O)cc1OC (stereo unspecified)	3.1	2.6	3.1	-4.7	-8.2	-2.8	90.7	-6.2	3.4	-12.1	14.1
Cc1nc2c(-c3ccccc3)c(C)nn2c(SCC(N)=O)c1Cc1ccccc1	-1.0	4.2	1.0	26.1	.	.	105.8	-12.7	.	.	.
COc1ccc([N+](=O)[O-])cc1NC(=O)c1ccccc1SC	2.8	1.9	0.6	6.5	-3.6	-0.5	96.5	11.5	4.2	-3.5	2.4
COc1ccc(S(=O)(=O)Cc2ccc(C(=O)NCc3ccc(C)cc3)o2)cc1	-1.9	2.5	0.9	-19.6	-14.7	-1.1	101.1	3.7	-2.2	-6.4	5.6
COc1cc(OC)cc(C(=O)N2CCN(S(C)(=O)=O)CC2)c1	0.6	-0.9	1.8	2.3	-12.5	-0.2	94.1	223.2	14.6	-2.6	1.3
CC1CCN(CC(=O)Nc2ccc(Br)cc2[N+](=O)[O-])CC1	0.2	-0.1	3.5	16.5	2.3	2.0	97.0	15.9	10.2	-0.1	-9.8
O=C(N/N=C/c1ccccn1)C(O)c1ccccc1 (stereo unspecified)	-3.1	-3.8	3.3	-12.9	3.8	-2.2	.	-4.6	-5.2	-7.1	10.6
COc1ccc(CCNC(=O)CN2C(=O)c3ccccc3S2(=O)=O)cc1	-0.6	1.4	3.6	-16.8	-8.4	-1.1	.	-25.3	-4.6	-7.6	4.4
O=C(CN1C(=O)NC2(CCCC2)C1=O)N1CCN(S(=O)(=O)c2ccc(Cl)cc2)CC1	-0.5	0.2	2.9	-7.8	-2.6	-1.1	93.7	6.2	-0.7	-12.6	5.5
Cc1ccc(C)c(S(=O)(=O)N2CCN(C(=O)/C=C/c3ccco3)CC2)c1	-3.7	-1.4	-0.4	24.9	8.7	0.6	103.8	9.8	0.8	-17.5	-2.4

# Reprinted from the part before: 4 entries, then new ones.
structure	E coli growth	AddAB inh	phage Ecoli inh	Arrestin-AP2 inh	PKA-R1A activ	MOR-DOR ag	Pemphigus Ab inh	Mot1-301 SUMO	Tat transport	PfHsp90 set2	MOR-DOR inv ag
O=C(N/N=C/c1ccccn1)C(O)c1ccccc1 (stereo unspecified)	-3.1	-3.8	3.3	-12.9	3.8	-2.2	.	-4.6	-5.2	-7.1	10.6
COc1ccc(CCNC(=O)CN2C(=O)c3ccccc3S2(=O)=O)cc1	-0.6	1.4	3.6	-16.8	-8.4	-1.1	.	-25.3	-4.6	-7.6	4.4
O=C(CN1C(=O)NC2(CCCC2)C1=O)N1CCN(S(=O)(=O)c2ccc(Cl)cc2)CC1	-0.5	0.2	2.9	-7.8	-2.6	-1.1	93.7	6.2	-0.7	-12.6	5.5
Cc1ccc(C)c(S(=O)(=O)N2CCN(C(=O)/C=C/c3ccco3)CC2)c1	-3.7	-1.4	-0.4	24.9	8.7	0.6	103.8	9.8	0.8	-17.5	-2.4
CC(=O)C(=Cc1cn(-c2ccccc2)nc1-c1ccccc1)C(C)=O	1.4	1.1	2.0	7.6	3.2	0.9	103.2	71.1	3.5	-10.2	-6.5
CCNCc1ccc(OCc2cccs2)c(OCC)c1	0.6	-0.7	3.5	28.4	-9.9	-3.4	109.7	.	-0.4	-6.6	17.6
CCOC(=O)N1CCC(NC(=O)CSCc2nc(-c3ccc(C)cc3)oc2C)CC1	-1.0	2.3	1.9	-10.3	-3.0	-2.1	105.7	59.2	-6.4	2.8	10.7
CC1C2Cn3c(nc4ccccc43)C1N(C(C)C)O2 (stereo unspecified)	-1.5	3.8	3.0	2.0	1.3	-2.8	103.1	4.9	-10.3	2.1	15.0
Cc1ccc2cc3c(nc2c1)N(Cc1ccco1)CC3	-2.2	2.2	2.5	-0.2	-1.4	0.8	110.8	6.1	3.5	-8.2	-4.5
CCOc1ccc(NC(=O)C2CCCN(S(=O)(=O)c3c(C)nn(C)c3C)C2)cc1 (stereo unspecified)	-0.9	-0.1	0.5	3.0	1.3	0.9	.	4.9	-3.9	-1.4	-4.7
COc1ccc(NC(=O)Cn2c3ccccc3c3nc4n(c(=O)c32)CCS4)cc1	0.2	1.1	-2.1	13.0	-4.9	3.3	98.6	15.6	-0.8	5.2	-15.7
O=C(CN1CCN(Cc2ccccc2)CC1)N/N=C/C=C/c1ccco1	-1.3	2.5	-2.0	37.5	-12.4	-1.1	99.9	-8.6	-16.0	5.3	6.1
CCc1ccc(S(=O)(=O)NCCc2cn3ccccc3n2)s1	1.7	1.6	3.0	23.4	-2.5	-1.9	105.1	-18.2	-2.5	-7.6	10.9
Cc1cccc(NC(=O)CSc2nccn2Cc2ccco2)c1	0.6	3.7	-1.8	-0.2	1.2	1.2	115.1	9.7	-12.2	-5.7	-6.9

# Later entries:
structure	E coli growth	AddAB inh	phage Ecoli inh	Arrestin-AP2 inh	PKA-R1A activ	MOR-DOR ag	Pemphigus Ab inh	Mot1-301 SUMO	Tat transport	PfHsp90 set2	MOR-DOR inv ag
COCCNC(=O)CN1c2ccccc2CC1C (stereo unspecified)	-1.5	0.9	0.2	8.4	3.6	-1.8	102.2	16.3	21.2	14.6	10.4
CC(NC(=O)CCNS(=O)(=O)c1ccccc1)c1ccccc1 (stereo unspecified)	0.8	0.6	1.9	1.1	1.1	-1.1	104.2	-7.3	-0.2	1.5	3.7
COc1ccccc1NS(=O)(=O)c1cccc(NC(=O)Nc2ccc(Cl)cc2)c1	-0.4	3.1	4.8	26.3	-6.8	8.5	85.1	-16.1	-8.0	2.6	-55.6
Cc1cccc(NC(=O)CSc2nc3nc(C)cc(C)n3n2)c1	-1.1	2.5	0.7	3.7	-6.2	0.6	107.1	-12.5	-6.6	5.9	-3.2
O=C(Nc1ccc2c(c1)OCCO2)C1CCCN(c2ncccn2)C1 (stereo unspecified)	0.8	1.2	3.3	-0.6	3.4	-2.3	.	-11.3	-2.4	8.9	11.5
Cc1cc(OC(C)C(=O)N/N=C/CC(C)c2ccccc2)ccc1Cl (stereo unspecified)	-1.9	1.1	0.5	29.7	5.7	2.3	87.1	12.8	-0.3	-20.1	-13.6
CCOC(=O)c1ccccc1NC(=O)Cc1ccc(S(=O)(=O)N2CCCC2)s1	-1.9	-1.4	3.3	33.8	-0.8	-2.1	95.7	17.2	10.8	7.4	11.0
O=C(N/C=C/c1ccccc1)Nc1ccc(Cl)cc1	-3.2	1.8	10.3	-5.9	-0.1	-2.9	103.1	1.6	-1.7	18.1	13.4
CC(C)(C)C(C(=O)O)N1CCS(=O)(=O)CC1 (stereo unspecified)	-2.4	-1.0	1.1	16.5	-5.7	-1.6	98.1	-2.0	5.6	14.5	9.1
COCC(C)N1CCC(n2nccc2NC(=O)c2ccccc2Cl)CC1 (stereo unspecified)	1.1	-0.1	1.7	-6.4	-10.2	-3.5	110.2	-6.4	0.9	5.1	19.6

# (continued)
structure	E coli growth	AddAB inh	phage Ecoli inh	Arrestin-AP2 inh	PKA-R1A activ	MOR-DOR ag	Pemphigus Ab inh	Mot1-301 SUMO	Tat transport	PfHsp90 set2	MOR-DOR inv ag
Nc1ccccc1C(=O)N1CCC(O)(c2ccc(Cl)cc2)CC1	.	.	1.4	-5.2	-6.8	-1.3	88.3	324.7*	-2.2	2.7	6.2
CCN1CCN(C(=S)Nc2ccsc2C(=O)OC)CC1	1.0	1.0	3.0	-2.9	-5.7	0.8	106.0	390.4	-0.6	25.8	-4.5
O=C(Oc1c(-c2ccccc2)c(=O)n2c3c(cccc13)CC2)c1ccc(Cl)cc1	1.6	2.3	1.5	27.4	-4.8	-0.9	.	-16.4	3.1	16.1	4.2
O=C(NC(=S)NNS(=O)(=O)c1ccc(Cl)cc1)c1cccnc1	-2.0	1.8	3.1	33.0	.	.	101.5	-9.3	-0.6	23.0	.
Cc1nc(NC(=O)C2CCCC2)sc1Cc1ccc2c(c1)OCO2	0.2	1.9	0.4	4.6	-10.2	4.8	94.7	i	-4.2	-80.6	-34.4
CC(=O)N1c2c(cc(Br)cc2S(=O)(=O)N2CCN(C(=O)c3ccco3)CC2)CC1C (stereo unspecified)	-1.3	1.6	2.9	-3.2	7.4	1.6	.	14.0	0.2	.	-9.2
COc1cc(CNn2nnnc2N)ccc1OCC(=O)NC(C)(C)C	-0.4	5.8	4.0	-6.6	-5.5	-2.3	104.0	.	-3.2	11.7	11.8
Cc1cc2nc(C)n(CCCNC(=O)Nc3cccc4ccccc34)c2cc1C	-1.1	0.0	4.5	20.0	-0.8	0.8	.	-13.4	-5.5	.	-4.4
CCOc1ccc2c(c1)c(N=Nc1cccc(C(=O)O)c1)c(O)n2C	-1.7	-1.0	5.1	-0.6	3.7	-3.4	100.4	7.0	-0.3	-11.1	15.4
O=C(Nc1cccc(NC(=O)c2ccccc2Cl)c1)c1ccco1	-1.9	2.1	1.6	-0.6	2.5	-1.2	102.1	0.8	0.3	5.9	6.6

# The list continues:
structure	E coli growth	AddAB inh	phage Ecoli inh	Arrestin-AP2 inh	PKA-R1A activ	MOR-DOR ag	Pemphigus Ab inh	Mot1-301 SUMO	Tat transport	PfHsp90 set2	MOR-DOR inv ag
O=S(=O)(Nc1ccc(Cc2ccncc2)cc1)c1ccc(Cl)s1	0.4	4.6	0.9	13.6	-2.9	0.1	98.3	-12.9	-0.9	-4.2	-0.6
Cc1ccc(C(=O)n2cnc3ccccc32)cc1C	-0.7	2.1	0.6	-3.0	-3.9	-4.2	116.7	8.6	19.6	13.1	18.8
COC(=O)c1cc(NCc2c(F)cccc2Cl)ccc1N1CCOCC1	-0.8	0.5	0.6	1.6	6.9	-0.3	103.0	-11.9	3.4	3.9	1.5
O=C(NC(C(=O)O)c1ccccc1)c1ccc(S(=O)(=O)N2CCOCC2)cc1 (stereo unspecified)	1.2	1.5	1.2	-8.5	-9.6	-1.3	105.7	19.8	0.0	11.8	7.0
COc1ccc(/C(O)=C/Sc2nnc(Cc3ccccc3)o2)cc1	-0.7	-0.7	3.2	-15.7	-14.7	-1.2	.	-7.6	6.1	-22.1	6.5
CCc1nnc(NC(=O)CSc2nnc(-c3cc4ccccc4cc3O)n2CCOC)s1	1.4	3.9	2.5	5.8	-8.0	-3.0	.	-6.1	2.2	-51.6	15.4
COc1ccc(NC2=Nc3ccccc3N3C2=Nc2c(c(C)nn2-c2ccc(C)cc2)C3c2cccnc2)cc1 (stereo unspecified)	0.2	1.6	4.2	14.7	-3.8	1.4	83.2	15.0	-8.0	.	-8.3
Cc1cccc2sc(NC(=O)C3CCCN(S(=O)(=O)c4cccc5nonc45)C3)nc12 (stereo unspecified)	-2.4	1.4	1.8	5.0	1.0	8.7	93.5	-0.4	0.1	-4.7	-36.1
CCOc1ccc(S(=O)(=O)NCCC(=O)OCN2C(=O)c3ccccc3C2=O)cc1	-4.0	-1.5	2.6	22.0	2.2	1.5	.	27.2	3.9	.	-9.1

# Screening data from PubChem BioAssay.
